PRC2 inh: blocks human EZH2/PRC2 H3K27 methylation | inhibition, % at 12.5 µM | 0.35% of 57,000 active | DELFIA TRF, 1 h | AID 651548 | Q15910;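 active means mean inhibition of replicates at least 50% and every single replicate also reaching 50%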;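 further: dimethyl H3K27 on biotinylated H3 21-44 peptide detected by antibody; plate controls were median neutral control wells for no effect and median positive control wells for full effect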
Target sequence (Q15910 whole entry, looked up): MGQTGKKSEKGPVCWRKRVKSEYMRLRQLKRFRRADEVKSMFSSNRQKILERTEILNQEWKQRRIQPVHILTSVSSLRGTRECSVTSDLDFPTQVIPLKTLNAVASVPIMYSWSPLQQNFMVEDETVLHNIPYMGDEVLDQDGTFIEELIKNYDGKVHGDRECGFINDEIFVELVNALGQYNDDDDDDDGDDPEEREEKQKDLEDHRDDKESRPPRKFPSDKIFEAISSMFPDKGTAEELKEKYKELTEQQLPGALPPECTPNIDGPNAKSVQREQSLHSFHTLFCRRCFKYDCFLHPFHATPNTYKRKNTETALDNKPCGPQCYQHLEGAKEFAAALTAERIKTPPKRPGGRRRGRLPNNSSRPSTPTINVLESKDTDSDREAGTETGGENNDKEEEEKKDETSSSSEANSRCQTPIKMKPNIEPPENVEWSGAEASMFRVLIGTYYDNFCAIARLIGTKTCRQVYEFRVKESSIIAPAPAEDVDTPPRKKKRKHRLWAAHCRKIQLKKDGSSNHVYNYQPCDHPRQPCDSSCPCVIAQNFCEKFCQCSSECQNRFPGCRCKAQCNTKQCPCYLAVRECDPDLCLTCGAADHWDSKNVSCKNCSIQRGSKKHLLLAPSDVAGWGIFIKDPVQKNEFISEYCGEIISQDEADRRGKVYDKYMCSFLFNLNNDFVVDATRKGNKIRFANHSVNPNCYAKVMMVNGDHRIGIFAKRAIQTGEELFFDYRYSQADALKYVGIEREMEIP
IDH1 mut inh: IDH1 R132H (human) inhibition; O75874; IDH1 R132H reductase, diaphorase/resazurin fluorescence, 60 min; inhibition, % at 10 µM; 0.18% of 70,000 active; AID 624101; in the data active means inhibition above about 34%;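 further: 0% = DMSO and 100% = no enzyme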
Numbers without * were called inactive; x = not tested or not shown.

SMILES | PRC2 inh | IDH1 mut inh
C[C@@H]1CN([C@@H](C)CO)S(=O)(=O)c2ccc(-c3cccc(C#N)c3)cc2O[C@H]1CN(C)C(=O)c1ccccc1 | x | 0.2
COc1ccc(S(=O)(=O)N[C@H]2C=C[C@H](CC(=O)NCCc3ccccc3)O[C@@H]2CO)cc1 | 8 | 0.1
C[C@H]1CN([C@@H](C)CO)C(=O)c2cc(NC(=O)Nc3cccc4ccccc34)ccc2O[C@H]1CN(C)Cc1ccc(-c2ccccc2)cc1 | x | -1.3
COc1ccccc1CNC(=O)C[C@H]1C[C@H]2c3cc(NC(=O)c4cccnc4)ccc3O[C@H]2[C@@H](CO)O1 | 13 | -0.1
CC(C)C#Cc1ccc2c(c1)O[C@@H](CN(C)Cc1ccncc1)[C@@H](C)CN([C@@H](C)CO)S2(=O)=O | x | -0.1
C[C@@H]1CN([C@H](C)CO)C(=O)Cc2cc(NC(=O)C3CC3)ccc2O[C@@H]1CN(C)C(=O)Nc1ccc(F)cc1 | -6 | 2.4
Cc1nn2c(-c3cccc(NC(=O)CSc4nc5ccccc5o4)c3)nnc2c2ccccc12 | -17 | 0.5
C#CCNC(=O)C1=C[C@@H](c2ccc(C#C)cc2)[C@H](CCCO)[C@@H](OCC)O1 | -4 | x
CC12N=C3SCC(=O)N3[C@H](c3ccccc3O1)[C@H]2CO[Si](C)(C)C(C)(C)C | 2 | x
O=C(C[C@@H]1C=C[C@H](NC(=O)Nc2ccc3c(c2)OCO3)[C@@H](CO)O1)NCc1ccc2c(c1)OCO2 | 0 | -0.1
C[C@@H]1CN([C@@H](C)CO)C(=O)c2cc(C#CC3(O)CCCC3)cnc2O[C@@H]1CN(C)Cc1cncnc1 | 9 | 0.1
O=C(NCC[C@@H]1CC[C@H](NC(=O)C2CCCC2)[C@H](CO)O1)c1ccc(F)cc1 | 0 | -0.1
COc1ccc(S(=O)(=O)N2Cc3ccccc3CC2C(=O)O)cc1OC (stereo not drawn) | 4 | -0.7
Cn1c(SCC(=O)Nc2ccc(Cl)c(Cl)c2)nnc1-c1ccc(Cl)c(Cl)c1 | 7 | 0.0
CC(C)C#Cc1ccc2c(c1)O[C@H](CN(C)C(=O)C1CCC1)[C@@H](C)CN([C@@H](C)CO)S2(=O)=O | 7 | x
CO[C@H]1CN(C)C(=O)c2cc(NC(=O)C3CC3)ccc2OC[C@@H](C)N(C(C)=O)C[C@@H]1C | 9 | 0.0
CO[C@@H]1CN(C)C(=O)c2cc(NC(=O)c3ccccc3F)ccc2OC[C@@H](C)N(C(C)=O)C[C@@H]1C | -1 | 0.2
CO[C@@H]1CN(C)C(=O)c2ccc(NS(=O)(=O)c3cn(C)cn3)cc2OC[C@@H](C)N(Cc2cccc(F)c2)C[C@H]1C | -4 | 0.1
O=C(NCCCn1ccnc1)c1cc(-c2ccccn2)nc2ccc(Br)cc12 | 0 | 24
O=C(CCCN1C(=O)c2ccccc2C1=O)Nc1ccc2c(c1)OCCO2 | 7 | 0.2

The final seven entries of the part above are carried over, then new ones follow:
SMILES | PRC2 inh | IDH1 mut inh
Cn1c(SCC(=O)Nc2ccc(Cl)c(Cl)c2)nnc1-c1ccc(Cl)c(Cl)c1 | 7 | 0.0
CC(C)C#Cc1ccc2c(c1)O[C@H](CN(C)C(=O)C1CCC1)[C@@H](C)CN([C@@H](C)CO)S2(=O)=O | 7 | x
CO[C@H]1CN(C)C(=O)c2cc(NC(=O)C3CC3)ccc2OC[C@@H](C)N(C(C)=O)C[C@@H]1C | 9 | 0.0
CO[C@@H]1CN(C)C(=O)c2cc(NC(=O)c3ccccc3F)ccc2OC[C@@H](C)N(C(C)=O)C[C@@H]1C | -1 | 0.2
CO[C@@H]1CN(C)C(=O)c2ccc(NS(=O)(=O)c3cn(C)cn3)cc2OC[C@@H](C)N(Cc2cccc(F)c2)C[C@H]1C | -4 | 0.1
O=C(NCCCn1ccnc1)c1cc(-c2ccccn2)nc2ccc(Br)cc12 | 0 | 24
O=C(CCCN1C(=O)c2ccccc2C1=O)Nc1ccc2c(c1)OCCO2 | 7 | 0.2
COc1ccc(S(=O)(=O)N(C)CC(=O)Nc2cc(C(F)(F)F)ccc2Cl)cc1 | 0 | -0.1
C[C@H](CO)N1C[C@H](C)[C@@H](CN(C)Cc2ccccc2)Oc2ccc(NC(=O)Cc3ccccc3)cc2CC1=O | -8 | -0.4
C[C@@H]1CN([C@H](C)CO)S(=O)(=O)c2ccc(/C=C/c3ccccc3)cc2O[C@H]1CN(C)Cc1ccc(C(=O)O)cc1 | x | 11
O=C(C[C@@H]1CC[C@@H](NC(=O)Nc2ccc(F)cc2)[C@@H](CO)O1)NCc1ccccn1 | -2 | -0.3
CC(C)NC(=O)N[C@H]1C=C[C@H](CC(=O)NCCCN(C)C)O[C@@H]1CO | 11 | 0.0
C[C@H](CO)N1C[C@H](C)[C@@H](CN(C)CC2CCCCC2)Oc2ccc(NC(=O)CCC(F)(F)F)cc2C1=O | -11 | x
CO[C@H]1CN(C)C(=O)c2ccc(NS(=O)(=O)CC(F)(F)F)cc2OC[C@H](C)N(Cc2cccnc2)C[C@@H]1C | 1 | 0.2
C[C@H](CO)N1C[C@H](C)[C@@H](CN(C)S(C)(=O)=O)Oc2ccc(NC(=O)C3CCCCC3)cc2CC1=O | 1 | 0.1
C[C@H]1CN([C@@H](C)CO)S(=O)(=O)c2ccc(C3=CCCCC3)cc2O[C@H]1CN(C)Cc1cncnc1 | 11 | x
C[C@@H]1CCCCO[C@H](CN(C)Cc2ccncc2)[C@@H](C)CN([C@@H](C)CO)C(=O)c2cc(N(C)C)ccc2O1 | -11 | 0.3
Cc1ccc(S(=O)(=O)N[C@@H]2C=C[C@H](CC(=O)NCCc3ccncc3)O[C@H]2CO)cc1 | 2 | 0.2
C[C@H]1CN([C@@H](C)CO)C(=O)c2cc(NC(=O)Nc3ccc(F)cc3)ccc2O[C@H]1CN(C)S(=O)(=O)c1cn(C)cn1 | x | 2.7
Cc1ccc(S(=O)(=O)N[C@@H]2CC[C@@H](CC(=O)NCCc3ccncc3)O[C@@H]2CO)cc1 | 5 | 0.0
C[C@H]1CN([C@@H](C)CO)C(=O)c2cc(NC(=O)Cn3cnnn3)ccc2O[C@H]1CN(C)Cc1ccc(C(F)(F)F)cc1 | -7 | x
CO[C@H](CN(C)C(=O)c1ccccc1F)[C@@H](C)CN([C@@H](C)CO)S(=O)(=O)c1ccc(Cl)cc1 | 0 | 0.0
Cc1cccc(NC(=O)CC2NCCNC2=O)c1 (stereo not drawn) | -13 | 0.2
C=CCN1CCc2cc(OC)c(OC)cc2C1C#Cc1ccccc1 (stereo not drawn) | -8 | x
C[C@@H]1CN([C@H](C)CO)C(=O)c2cccc(NC(=O)c3ccncc3)c2O[C@H]1CN(C)Cc1ccc(C(F)(F)F)cc1 | -1 | 2.3
COCC(=O)N(C)C[C@H]1Oc2ncc(-c3ccccc3C)cc2C(=O)N([C@H](C)CO)C[C@@H]1C | -1 | x
C[C@H]1CN([C@@H](C)CO)S(=O)(=O)c2ccc(-c3ccccc3)cc2O[C@H]1CN(C)C(=O)CN(C)C | x | 5.0

More records follow:
Below each compound: PRC2 inh, IDH1 mut inh
- COc1cc([C@H]2OC[C@H]3[C@@H]2CO[C@H]3c2cc(OC)c(OC)c(OC)c2)cc(OC)c1OC
→ x, 0.1
- COc1ccc(S(=O)(=O)Nc2ccc3c(c2)CC(=O)N([C@H](C)CO)C[C@@H](C)[C@H](CN(C)S(=O)(=O)c2cccs2)O3)cc1
→ x, -0.2
- O=C(Cc1ccncc1)NCC[C@@H]1CC[C@H](NC(=O)Nc2ccc(Cl)cc2)[C@@H](CO)O1
→ -12, 0.4
- C[C@@H]1CCCCO[C@H](CN(C)C(=O)Nc2ccccc2)[C@@H](C)CN([C@@H](C)CO)C(=O)c2cc(NC(=O)c3ccccc3)ccc2O1
→ x, 0.7
- CC(=O)OCC(=O)[C@@]1(OC(C)=O)[C@@H](C)C[C@H]2[C@@H]3C[C@H](F)C4=CC(=O)C=C[C@]4(C)[C@@]3(F)[C@@H](O)C[C@@]21C
→ -6, 0.1
- O=C(CCN1CCCCC1)NCC[C@H]1CC[C@H](NC(=O)C2CC2)[C@H](CO)O1
→ -2, 0.0
- C[C@@H]1CCCCO[C@H](CN(C)Cc2ccc(C(F)(F)F)cc2)[C@@H](C)CN([C@H](C)CO)C(=O)c2cc(NC(=O)Nc3ccccc3)ccc2O1
→ x, -0.8
- C[C@@H]1CCCCO[C@H](CN(C)C)[C@H](C)CN([C@@H](C)CO)C(=O)c2cc(NS(=O)(=O)c3cccs3)ccc2O1
→ x, 4.0
- CC#CCOC(=O)c1c(C)nc2sc3c(c2c1N)CCC(O)C3 (stereo not drawn)
→ x, -1.3
- CCCN1C[C@@H](C)[C@H](OC)CN(C)C(=O)c2ccc(NC(=O)c3cccc(OC)c3)cc2OC[C@H]1C
→ -9, -0.4
- C[C@@H]1CN([C@@H](C)CO)C(=O)c2cccc(NC(=O)C3CCCCC3)c2O[C@@H]1CN(C)S(=O)(=O)c1ccccc1
→ 2, x
- COc1ccc(OC)c(NC(=O)COc2ccc3c(C)cc(=O)oc3c2)c1
→ 2, 0.4
- C[C@@H]1CCCCO[C@@H](CN(C)C(=O)Cc2ccccc2)[C@@H](C)CN([C@@H](C)CO)C(=O)c2cc(NC(=O)Nc3ccccc3)ccc2O1
→ x, -0.1
- C[C@@H]1CN([C@H](C)CO)C(=O)Cc2cc(NS(=O)(=O)c3cn(C)cn3)ccc2O[C@H]1CN(C)S(=O)(=O)c1ccccc1
→ x, 0.1
- C=CCN1C(=O)[C@@]2(O[C@@H](CCn3cc([C@H](O)c4ccccc4)nn3)[C@H]([Si](C)(C)c3ccc(OC)cc3)[C@H]2C)c2ccccc21
→ 42, 0.2
- C[C@@H]1CN([C@H](C)CO)C(=O)c2ccccc2-c2ccccc2CO[C@H]1CN(C)C(=O)[C@@H](Cc1ccccc1)N(C)C
→ 2, x
- C[C@@H]1CN([C@@H](C)CO)S(=O)(=O)c2ccc(C#CCN(C)C)cc2O[C@@H]1CN(C)C(=O)C1CCC1
→ -11, x
- CCOc1cccc(NC(=O)C2CC(=O)N(/N=C(\C)c3ccc(Br)s3)C(=N)S2)c1 (stereo not drawn)
→ 92*, -1.3
- CCc1ccccc1NC(=O)COc1cc(O)c2c(=O)cc(-c3ccccc3)oc2c1
→ -3, 0.0
- O=C(Nc1cccc(S(=O)(=O)N2CCOCC2)c1)Nc1cccc(Cl)c1Cl
→ 9, -0.7
- C[C@H](CO)N1C[C@H](C)[C@H](CN(C)C(=O)c2ccncc2)Oc2cc(C#CC3(O)CCCC3)ccc2S1(=O)=O
→ x, -0.2
- COCCNC(=O)C[C@@H]1C[C@@H]2c3cc(NC(=O)Nc4ccc(F)cc4)ccc3O[C@@H]2[C@H](CO)O1
→ 17, 0.3
- CO[C@H]1CN(C)C(=O)c2cc(NS(=O)(=O)c3cn(C)cn3)ccc2OC[C@@H](C)N(CC2CC2)C[C@@H]1C
→ 6, 0.4
- C[C@H](CO)N1C[C@H](C)[C@H](CN(C)C)Oc2cc(C#C[C@@H](C)O)ccc2S1(=O)=O
→ -6, 1.4
- COc1ccccc1-n1c(SCC(=O)N2CCOCC2)nc2ccccc2c1=O
→ x, -0.3
- O=C(Nc1cccc(O)c1)c1cc(S(=O)(=O)N2CCOCC2)ccc1Cl
→ 9, -0.2
- COc1ccc(-c2cc(C(F)(F)F)n3ncc(C(=O)NCc4nc5ccccc5[nH]4)c3n2)cc1OC
→ -15, 0.1
- C[C@@H]1CN([C@@H](C)CO)C(=O)c2cc(C#C[C@@H](C)O)cnc2O[C@H]1CN(C)Cc1cccc(F)c1
→ 20, -0.5
- CO[C@@H]1CN(C)C(=O)c2ccc(NC(=O)c3cc(C)on3)cc2OC[C@@H](C)N(C(=O)C2CCC2)C[C@H]1C
→ 5, 0.1
- Cc1noc(C)c1NC(=O)Nc1cccc2c1O[C@H](CN(C)Cc1ccc3c(c1)OCO3)[C@H](C)CN([C@@H](C)CO)C2=O
→ 0, 1.0
- O=C(CNS(=O)(=O)c1ccccc1)Nc1ccccc1Br
→ 5, 0.1
- C[C@H](O)C#Cc1ccc2c(c1)O[C@@H](CN(C)C(=O)CC1CC1)[C@H](C)CN([C@H](C)CO)S2(=O)=O
→ -5, x
- Cc1cc(C(=O)Nc2cccc3c2O[C@H](CN(C)C(=O)Nc2ccccc2)[C@@H](C)CN([C@@H](C)CO)C3=O)n(C)n1
→ 11, 0.4
- C[C@@H]1CN([C@@H](C)CO)C(=O)c2c(c3ccccc3n2C)-c2ccccc2CO[C@@H]1CN(C)S(=O)(=O)Cc1ccccc1
→ -24, -0.1
- C[C@H]1CN([C@@H](C)CO)S(=O)(=O)c2ccc(C3=CCCC3)cc2O[C@@H]1CN(C)C(=O)c1cccnc1
→ 4, 7.4
- C[C@@H]1CN([C@H](C)CO)C(=O)c2cccc(NS(=O)(=O)c3ccc(Cl)cc3)c2O[C@@H]1CN(C)C
→ x, 0.6
- O=C(C[C@@H]1C[C@H]2c3cc(NC(=O)C4CCC4)ccc3O[C@H]2[C@@H](CO)O1)NCc1ccc2c(c1)OCO2
→ -1, 0.2
- C[C@@H]1CN([C@@H](C)CO)C(=O)Cc2cc(NC(=O)Cn3cnnn3)ccc2O[C@H]1CN(C)CC1CCCCC1
→ -5, 0.5
- COc1ccc(S(=O)(=O)N(C)C[C@@H]2Oc3cc(-c4cccc(F)c4)ccc3S(=O)(=O)N([C@H](C)CO)C[C@H]2C)cc1
→ -2, -0.1
- C[C@H]1CN([C@@H](C)CO)C(=O)c2cc(NC(=O)Nc3ccc(F)cc3)ccc2O[C@H]1CN(C)Cc1ccc(Cl)c(Cl)c1
→ x, 0.4
- COc1ccccc1NC(=O)N(C)C[C@H]1OCc2ccccc2-c2c(n(C)c3ccccc23)C(=O)N([C@H](C)CO)C[C@@H]1C
→ -17, x

Screening data deposited in PubChem BioAssay by Broad Institute.

The list is partial. The share of hits here may be higher or lower than overall.
